# PPARg SRC-3 ag = agonists of human PPARgamma SRC-3 coactivator recruitment; P37231; activation, % at 8 µM; actives 0.26% (n = 200,000); AID 731; biochemical PPARgamma/SRC-3 coactivator recruitment assay; in the data active = activation above about 23%;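 also: 0% = DMSO and 100% = reference agonist; some compounds past the cut are filed as inactive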
# bIAP act = intestinal alkaline phosphatase (bovine) activation; purified bovine IAP, CDP-star luminescence, 30 min; active compounds read high; fold of DMSO-control signal, blank-subtracted; activation factor at 20 µM; actives 0.17% (n = 200,000); AID 1016;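 active = activation factor of 2 or more at 20 µM, a signal rise over negative controls twice the positive control's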
# L major viab = Leishmania major promastigote growth inhibition; Leishmania major promastigotes, resazurin fluorescence viability; inhibition, % at 10 µM; actives 9% (n = 200,000); AID 1063; in the data active = inhibition above about 50%;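 also: promastigotes grown with compound for 44 hours at 28 °C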
# SRC2 TRFRET art = flags TR-FRET format artefacts in PPARgamma SRC-2 recruitment agonist screen | TR-FRET artefact counter-screen; active compounds read high | TR-FRET ratio at 8 µM | actives 0.4% (n = 200,000); in the data active = TR-FRET ratio above about 2000; also: inactives centre near 1500; reference of the scale not given here
# DTT redox prof = compounds producing H2O2 with reducing agent – biochemical, NIH compound library profiling, artefact control for MLSCN library redox annotation, primary screen; DTT-dependent redox cycling H2O2, phenol red/HRP absorbance; 100% = 100 µM peroxide control, 0% = buffer; activation, % at 10 µM; actives 0.03% (n = 200,000); AID 878;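 active = activation of at least 50% relative to the plate's high and low controls in the primary single-dose screen; inactive = activation below 50%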;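 also: compound incubated with DTT at 0.8 mM final as the reducing agent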
# ROMK primary = modulators of human ROMK potassium channel | P48048 | Tet-inducible ROMK, thallium flux fluorescence; actives lie on both sides | B-score at 10 µM | actives 2% (n = 130,000) | AID 1918;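 active = signal ratio slope over the read window, or its plate-corrected B-score, at least 3 SD from the plate mean, either direction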;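 also: B-score of the F/F0 ratio slope over 7 to 12 s after thallium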
# PPARg SRC-1 ag = agonists of human PPARgamma SRC-1 coactivator recruitment | PPARgamma-SRC-1 coactivator recruitment biochemical assay | actives 0.41% (n = 200,000) | AID 631 | activation, % at 8 µM; in the data active = activation above about 19%;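 also: 0% = DMSO and 100% = reference agonist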
# TLR4-MyD88 BLA = inhibitors of human TLR4-MyD88 binding; actives 0.18% (n = 200,000); HeLa CL3-4 TLR4/MyD88 BLA complementation, FRET ratio; inhibition, % at 8.4 µM; in the data active = inhibition above about 25%;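 also: 0% = vehicle and 100% = reference inhibitor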
# Target sequence (O00206 whole entry, looked up): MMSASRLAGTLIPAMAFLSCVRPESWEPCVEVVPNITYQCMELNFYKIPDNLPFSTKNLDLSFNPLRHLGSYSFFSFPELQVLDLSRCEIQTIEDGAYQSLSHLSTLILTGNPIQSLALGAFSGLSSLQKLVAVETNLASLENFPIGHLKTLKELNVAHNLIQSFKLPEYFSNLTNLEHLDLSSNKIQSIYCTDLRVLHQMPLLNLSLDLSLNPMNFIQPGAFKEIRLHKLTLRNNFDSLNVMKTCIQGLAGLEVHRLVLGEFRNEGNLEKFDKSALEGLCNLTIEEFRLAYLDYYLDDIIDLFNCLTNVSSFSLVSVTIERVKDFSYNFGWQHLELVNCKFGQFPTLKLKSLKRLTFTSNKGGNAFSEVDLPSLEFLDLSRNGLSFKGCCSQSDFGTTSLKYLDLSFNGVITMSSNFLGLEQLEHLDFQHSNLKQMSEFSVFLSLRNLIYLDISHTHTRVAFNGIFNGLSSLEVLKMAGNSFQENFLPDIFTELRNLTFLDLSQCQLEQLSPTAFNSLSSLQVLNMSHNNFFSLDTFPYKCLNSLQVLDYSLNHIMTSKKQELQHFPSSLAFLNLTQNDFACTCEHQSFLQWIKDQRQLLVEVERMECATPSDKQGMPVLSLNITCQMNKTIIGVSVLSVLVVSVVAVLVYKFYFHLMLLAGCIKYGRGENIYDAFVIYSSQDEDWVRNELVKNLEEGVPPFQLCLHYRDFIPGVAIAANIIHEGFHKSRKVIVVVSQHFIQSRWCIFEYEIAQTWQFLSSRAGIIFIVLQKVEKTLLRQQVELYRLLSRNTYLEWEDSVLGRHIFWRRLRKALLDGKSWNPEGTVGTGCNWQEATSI
# Target sequence (Q99836 whole entry, looked up): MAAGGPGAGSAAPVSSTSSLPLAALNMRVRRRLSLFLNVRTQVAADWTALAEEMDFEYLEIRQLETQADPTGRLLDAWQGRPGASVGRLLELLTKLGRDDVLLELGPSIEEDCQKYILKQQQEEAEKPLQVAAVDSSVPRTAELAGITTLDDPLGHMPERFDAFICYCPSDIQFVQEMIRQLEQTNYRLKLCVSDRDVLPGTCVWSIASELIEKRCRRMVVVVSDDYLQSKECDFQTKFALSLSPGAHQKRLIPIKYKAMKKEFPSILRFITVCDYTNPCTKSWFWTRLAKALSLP
# bIAP inh = intestinal alkaline phosphatase (bovine) inhibition; inhibition, % at 20 µM; purified bovine IAP, CDP-star luminescence, 30 min; AID 1019; 190,000 tested, under 10 active;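 active = over 50% inhibition of intestinal alkaline phosphatase at 20 µM in the single-dose screen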
#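 Assay system – bovine IAP enzyme · Quantity – bovine IAP at 1/65,000,000 final dilution · Detection – CDP-star luminescence signal · Times – 30 min reaction at room temperature · Also added – CDP-star substrate at 30 µM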
# S1P3 antagonist = blocks the human S1P3 receptor | Q99500 | inhibition, % at 4.98 µM | AID 485 | CHO S1P3 NFAT-BLA reporter, FRET fluorescence, antagonist mode | actives 0.27% (n = 170,000);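 active = inhibition above the plate cutoff, the mean inhibition of test wells on that plate plus 3 SD, cut at about 28% in these data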;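 also: cells challenged with S1P at its EC80 of 0.8 µM; blue over green emission ratio from cleaved BLA substrate after 4 h stimulation; 0% = S1P-stimulated wells and 100% = unstimulated DMSO-only wells; some compounds past the cut are filed as inactive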
# PPARg SRC2 recr = agonists of SRC-2 recruitment by human PPARgamma; P37231; PPARgamma LBD-SRC-2 recruitment, biochemical; activation, % at 8 µM; actives 0.34% (n = 200,000); AID 1032; in the data active = activation above about 22%;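 also: 0% = vehicle and 100% = reference agonist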
# The depositor's hits bear a star; · = not tested or not shown.
SMILES,PPARg SRC-3 ag,bIAP act,L major viab,SRC2 TRFRET art,DTT redox prof,ROMK primary,PPARg SRC-1 ag,TLR4-MyD88 BLA,bIAP inh,S1P3 antagonist,PPARg SRC2 recr
CCOC(=O)c1cc2c(=O)n3ccccc3nc2n(CCCOC)c1=NC(=O)c1ccncc1,-2,1.1,1,1581,0.1,-0.41,-1,-7,-14,-3,-1
C(=N\c1nc2ccccc2n1CCN1CCCCC1)/c1ccc2c(c1)OCO2,6,1,2,1462,-1.3,·,4,3,-5,4,8
O=C(NC1CCCC1)c1nc2c(nnn2Cc2cccc(Cl)c2)c(=O)[nH]1,-3,1.1,-9,1843,-1.9,-0.0094,7,-4,-5,-17,1
COc1ccc2[nH]c(C)c(CCN(Cc3cccs3)C(=S)Nc3ccccc3OC)c2c1,-6,0.9,66*,1705,-1.1,·,7,-1,12,·,7
Cc1ccc(-n2c(SCC(=O)NNC(=S)Nc3ccccc3)nc3ccccc3c2=O)cc1,-4,1.1,7,1403,0.2,·,-4,-5,-9,-13,-2
COc1ccc(Cl)cc1NC(=O)CN(C)C(C)C(=O)NCC1CCCCC1 (stereo not drawn),-9,1.1,15,1622,-0.4,-0.63,-2,10,-14,·,-2
C/C(=N\NC(=O)C(N)=O)c1ccc(O)cc1O,3,1.2,12,1375,0.0,0.17,1,-5,-19,-3,-4
Cc1ccc(Cl)cc1N1CCN(C(=O)CSc2ccsc2[N+](=O)[O-])CC1,-1,1,5,1591,1.3,·,1,2,4,-12,6
COc1cc(C)ccc1OCCOc1c(C)cccc1Cl,6,1,2,1422,-3.6,0.52,1,-11,4,·,-2
Cc1nc(CN2CCCCC2)cc(=O)[nH]1,4,1.2,-9,1746,-1.9,0.0072,18,1,-22,12,9
CN(C)CCN1C(=O)c2oc3ccc(Cl)cc3c(=O)c2C1c1cccc(Br)c1 (stereo not drawn),-4,1,13,1473,1.0,-0.52,-4,0,2,-9,-1
COc1ccccc1CNC(=O)C(=O)NCC1OCCN1C(=O)c1cccs1 (stereo not drawn),2,0.2,-1,1468,0.2,·,-1,-2,·,-8,2
Cc1cc(C)c(NC(=S)NCC2CCN(C(C)c3ccccc3)C2)c(C)c1 (stereo not drawn),-6,1,29,1560,6.6,-1.4,2,2,-2,-3,0
Cn1cc(CN2CCN(Cc3ccc4c(c3)OCO4)CC2)c(-c2ccccc2F)n1,2,1.1,60*,1341,0.3,0.008,3,14,-10,-8,-2
COC(=O)c1sc(NC(=S)NC(=O)c2cccc(C)c2)nc1C,3,0.9,-4,1637,-0.4,0.44,3,-14,8,-3,8
Cc1ccc(C(=O)COC(=O)CNC(=O)c2cccs2)cc1C,2,0.9,-2,1697,0.6,0.98,4,-7,7,-27,6
CCn1ccnc1CNC(=O)c1cc(COc2ccc(F)cc2F)on1,-1,1.1,-5,1593,-1.1,-0.076,2,-7,-11,4,8
CCOc1c(O)ccc(C2NC(=O)NC(C)=C2C(=O)OC)c1[N+](=O)[O-] (stereo not drawn),5,0.8,0,1515,-1.3,·,-3,13,17,-15,-4
CCOC(=O)C1CCN(Cc2ccc(N(C)C)cc2)CC1,0,1.1,44,1587,-2.5,·,3,6,-6,-11,5
O=c1oc2c(CN3CCOCC3)c(O)ccc2c2ccccc12,-3,1,1,1574,-3.9,·,-2,1,0,·,3

# Another view of part of the listing above:
Structure	PPARg SRC-3 ag	bIAP act	L major viab	SRC2 TRFRET art	DTT redox prof	ROMK primary	PPARg SRC-1 ag	TLR4-MyD88 BLA	bIAP inh	S1P3 antagonist	PPARg SRC2 recr
O=c1oc2c(CN3CCOCC3)c(O)ccc2c2ccccc12	-3	1	1	1574	-3.9	·	-2	1	0	·	3
CCOc1c(O)ccc(C2NC(=O)NC(C)=C2C(=O)OC)c1[N+](=O)[O-] (stereo not drawn)	5	0.8	0	1515	-1.3	·	-3	13	17	-15	-4
C(=N\c1nc2ccccc2n1CCN1CCCCC1)/c1ccc2c(c1)OCO2	6	1	2	1462	-1.3	·	4	3	-5	4	8
CN(C)CCN1C(=O)c2oc3ccc(Cl)cc3c(=O)c2C1c1cccc(Br)c1 (stereo not drawn)	-4	1	13	1473	1.0	-0.52	-4	0	2	-9	-1
COc1cc(C)ccc1OCCOc1c(C)cccc1Cl	6	1	2	1422	-3.6	0.52	1	-11	4	·	-2

# Going on with the list:
SMILES,PPARg SRC-3 ag,bIAP act,L major viab,SRC2 TRFRET art,DTT redox prof,ROMK primary,PPARg SRC-1 ag,TLR4-MyD88 BLA,bIAP inh,S1P3 antagonist,PPARg SRC2 recr
Cc1ccc(OC(=O)c2ccc(C)c(C)c2)cn1,16,0.9,8,1595,-0.5,·,-4,0,6,-23,-5
C/C(CCc1ccc2c(c1)OCO2)=N\N=C1\NC(=O)CC(C(=O)Nc2ccccc2F)S1 (stereo not drawn),2,0.9,-2,1670,-0.8,0.96,-3,4,9,-7,0
O=C(O)CCCCCNc1nc2ncn(Cc3ccccc3)c2c(=O)[nH]1,3,1.1,-6,1572,-0.3,0.31,2,7,-8,-5,-2
Oc1ccccc1/C=N/Nc1ccnc(SCc2ccccc2)n1,6,1.1,96*,1571,-0.5,0.27,5,1,-11,5,17
CCN(CCNC(=O)C1CCCN(S(=O)(=O)c2cnc[nH]2)C1)c1ccccc1 (stereo not drawn),8,1,-6,1671,-2.0,·,1,2,3,0,1
FC(F)(F)c1nnc2c(Sc3ccccn3)nc3ccccc3n12,-2,0.9,94*,1326,-3.5,-1.3,-4,0,9,·,-1
Cc1ccc(-n2cc(CNCCc3ncc(C)[nH]3)c(-c3ccc(F)cc3)n2)cc1,-1,1.5,100*,1438,8.8,-0.92,-6,-1,-54,4,-5
O=C(O)c1c2c(nc3ccc(S(=O)(=O)N4CCC(C(=O)NC5CCCC5)CC4)cc13)CCCCC2,10,1,-7,1720,0.2,·,16,-9,0,-43,-1
S=C(NCCCN1CCOCC1)NC1CCCC1,2,1,7,1656,-0.2,1.7,7,-9,1,-15,0
C(/CCc1ccccc1)=N\n1cnnc1,7,0.9,4,1468,2.0,·,2,-4,6,·,-5
Cc1nn(-c2ccccc2)c(C)c1/C=N/NC(=O)c1cc(-c2ccc(Br)s2)[nH]n1,2,1.4,56*,1519,-1.1,·,-1,20,-42,·,8
Cc1cc(C)nc(-n2nc(C)c3c(C(F)(F)F)cc(=O)[nH]c32)n1,-6,1,9,1684,0.2,0.28,3,-7,1,·,7
COc1ccc(CCN2CC3=C(C2=O)C(c2ccccc2)NC(=O)N3C)cc1OC (stereo not drawn),0,1,-4,1607,-0.3,0.64,5,-10,3,-45,4
O=S(=O)(c1ccc(Cl)cc1)N1CCC2(CC1)CO2,-2,1,0,1462,-1.0,-0.31,-7,-9,-3,-10,-2
O=C(CN(Cc1ccccc1)C(=O)c1cccc([N+](=O)[O-])c1)Nc1c(Cl)cc(Cl)cc1Cl,1,0.9,27,1409,0.1,-0.16,-4,-5,10,0,-1
CCOC(=O)Oc1ccc2oc(=O)cc(C)c2c1,4,0.9,-5,1734,-2.9,·,11,6,7,-35,9
NC(=O)c1ccc(NCc2ccco2)c([N+](=O)[O-])c1,-5,0.9,0,1694,-4.2,·,4,6,11,·,10
CC1CCCN(C(=O)c2cc(F)c(F)cc2Cl)C1 (stereo not drawn),0,0.8,-5,1480,0.1,·,5,11,22,-6,10
O=C(O)c1ccccc1P(=O)(c1ccccc1)c1ccccc1,6,1.3,-9,1669,-1.8,0.62,-1,2,-31,7,10
CCOc1cc(/C=C2\SC(=Nc3ccccc3)N(c3ccccc3)C2=O)ccc1OCC(=O)O,-2,0.9,-11,1574,-0.9,1.6,1,-7,7,-22,1
COc1ccc(Oc2nccc(OC)c2C#N)cc1,14,0.9,-6,1760,-1.0,·,1,-10,12,·,11
CCOC(=O)c1ccc(NC(=O)CC2S/C(=N/N=C/c3c[nH]c4ccccc34)NC2=O)cc1 (stereo not drawn),2,1,62*,1354,0.2,0.59,-3,11,-1,9,-15
CC(C)(C)NC(=O)c1cccc(NC(=O)CSc2ccc(Cl)cc2)c1,2,0.9,91*,1649,-0.6,-0.68,0,-7,6,-13,16
Cn1c(SCCS(=O)(=O)c2ccc(Cl)cc2)nnc1-c1ccccc1,6,1,100*,1720,0.4,0.077,7,6,0,-13,6
CC1=C(C(=O)Nc2ccccc2)C(c2ccncc2)n2nnnc2N1 (stereo not drawn),3,·,57*,1558,0.6,0.025,8,3,·,-23,12
Cc1ccc2c(C(=O)N3CCN(c4ccccc4)CC3)cc(-c3cccnc3)nc2c1C,-1,1.2,45,1394,-1.0,1.9*,13,7,-17,-1,2
Oc1ccccc1-c1nc(NCCN2CCOCC2)c2ccccc2n1,-22,1,49,1560,-0.4,-3.7*,-5,4,-4,·,4
NC(=O)COc1ccc2oc(-c3ccccc3)cc(=O)c2c1,6,0.8,7,1547,-0.6,0.77,13,-2,16,-8,1
Cc1cc(C)n2cc(CSc3ncn[nH]3)nc2n1,2,1.1,2,1357,0.0,·,-2,0,-11,-25,7
CCCCOc1ccc(-c2nnn(CC(=O)Nc3ncc(CC(=O)OCC)s3)n2)cc1,-7,1,-6,1523,-2.3,·,-1,10,-1,-20,7
CCCCNC(=O)COC(=O)c1cc(S(=O)(=O)N2CCCCCC2)ccc1OC,-1,1,-3,1578,-0.1,-0.11,0,-4,2,·,8
Cc1ccc(S(=O)(=O)c2c(N)n(NC(=O)c3ccccc3C)c3nc4ccccc4nc23)cc1,-1,1,-6,1478,0.2,2.1,2,12,1,·,7
CN1CCN(C(=O)c2ccc(-n3cccn3)nc2)CC1,2,1.1,-6,1505,-0.4,0.016,-2,-17,-6,3,-4
COC(=O)COc1ccc(C2NC(=O)NC(C)=C2C(=O)NCc2ccccc2)cc1OC (stereo not drawn),1,1.1,-7,1656,-3.1,0.83,1,-4,-9,-7,10
Cc1nccc2[nH]c(=O)c(C(=O)NC(C)CCc3ccccc3)cc12 (stereo not drawn),-2,1,27,1519,0.9,1,-3,-3,-5,0,-8
O=C(CCC1CCCN(Cc2ccc3c(c2)CCO3)C1)NCc1ccc(F)c(F)c1 (stereo not drawn),2,1.1,99*,1649,0.0,-2,5,8,-8,6,3
CCOC(=O)c1c(C)[nH]c(C(=O)COC(=O)c2[nH]c(C)c(C(C)=O)c2C)c1C,-3,0.9,-2,1540,-1.2,0.74,2,8,8,·,0
Cc1ccccc1NC(=O)Cn1nnc2ccccc21,-1,1,-16,1917,-2.8,0.3,10,10,2,-18,7
CCCCN(CC)CCNC(=O)Cn1cnc2sc(C)c(S(=O)(=O)N3CCOCC3)c2c1=O,-5,1.2,-6,1512,0.7,1,9,-3,-16,·,-5
COc1ccc(/C=N/NC(=O)c2cc(OC)c(OC)c(OC)c2)cc1CN1CCc2cc(OC)c(OC)cc2C1C (stereo not drawn),-3,1,5,1642,-0.2,3,7,-3,-5,5,5
COC(=O)c1ccc(CSc2ccc3nnc(-c4ccccc4)n3n2)o1,-7,1.2,19,1495,-0.5,·,9,-1,-17,·,-3
COC(=O)c1sc2ccccc2c1-n1cccc1C(=O)C(=O)Nc1ccc(C)cc1,-5,0.9,3,1434,-12,·,-3,-3,6,·,-4
Cc1cccc(OCC(=O)Nc2cc(S(=O)(=O)N3CCCCC3)ccc2N2CCN(C)CC2)c1,3,1.1,49,1437,-3.5,0.044,0,3,-10,-9,-1
